Compound activity (PubChem)
cardiac RTF act = cardiac RTF calcium sensitization; P19429+P45379; IANBD-labeled TnC RTF fluorescence at EC20 calcium; 0% EC20 calcium, 100% full calcium; activation, % at 7.2 µM; hit rate 0.24% among 340,000;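 active = activation above the mean over all tested compounds plus 3 SD, cut at about 30% in these data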;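 also: rise in fluorescence read as greater calcium sensitivity of cardiac thin filaments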
SR-BI DiI-HDL act = SR-BI HDL lipid transfer activation. hit rate 0.096% among 320,000. CHO ldlA[mSR-BI] cells, DiI-HDL uptake fluorescence, 3 h; 100 = double the neutral-control signal. activation, % at 12.5 µM. AID 504775;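 active = mean replicate activation of at least 60% and every replicate at or above 60%; inconclusive = mean or all-replicate condition met, but not both; inactive = mean below 60% and not all replicates reaching 60%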;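 also: 0% = median plate neutral-control signal and 100% = twice that signal; values of inactives mirror those of a sister screen read the other way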
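Assay system: CHO ldlA[mSR-BI] cells, LDL receptor-null, SR-BI overexpressing; medium: Ham's F12 with 0.5% BSA, HEPES 25 mM, pH 7.4; also added: DiI-HDL 10 µg/mL; timing: 3 h uptake period with compound, 37 °C; signal: DiI fluorescence, bottom read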
dFosB act = activators of mouse delta FosB homodimer; P13346; purified delta FosB, TAMRA-CDK5 oligo fluorescence polarization; percent of positive-control signal above neutral wells; activation, % at 25 µM; hit rate 0.99% among 340,000;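 active = mean activation above about 17%, with every replicate also reaching it, limit read from the data, passing the limit was not always enough; inconclusive = only one of the two conditions met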;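 also: fluorescence polarization rise as delta FosB binds a TAMRA Cdk5 AP-1 oligo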
Target sequence (P13346 whole entry, looked up): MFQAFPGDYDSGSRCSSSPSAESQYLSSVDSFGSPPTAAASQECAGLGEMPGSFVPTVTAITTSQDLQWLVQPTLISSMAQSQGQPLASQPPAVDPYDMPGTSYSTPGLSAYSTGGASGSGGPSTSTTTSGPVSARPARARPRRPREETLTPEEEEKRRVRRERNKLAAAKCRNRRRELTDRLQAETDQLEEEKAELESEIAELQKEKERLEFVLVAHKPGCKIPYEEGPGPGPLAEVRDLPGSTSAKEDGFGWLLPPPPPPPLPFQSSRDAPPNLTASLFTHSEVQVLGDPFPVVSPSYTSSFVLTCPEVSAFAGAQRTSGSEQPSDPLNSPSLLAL
MITF TRPM1 HTS = activators of MITF-driven TRPM1 promoter activity in SK-MEL-5 cells; activation, % at 12.5 µM; AID 588334; SK-MEL-5 TRPM1-promoter luciferase, 24 h; % of positive control, neutral wells = 0; hit rate 0.75% among 300,000;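 active = mean activation of at least 80% with every replicate also reaching 80%; inconclusive = mean reaches 80% but some replicate falls short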;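 also: 0% = neutral control wells and 100% = parthenolide positive control wells; values of inactives mirror those of a sister screen read the other way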
Wnt bcat act = activators of Wnt/beta-catenin signaling | activation, % at 9.35 µM | Wnt/beta-catenin reporter cell assay, activator, plate reader | hit rate 1.2% among 300,000; in the data active = activation above about 30%, passing the limit was not always enough; inconclusive = no clear call, values can overlap the other calls;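 also: 0% = neutral control wells and 100% = positive control wells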
SR-BI HDL uptake = mouse SR-BI HDL lipid transfer inhibition; Q61009; ldlA[mSR-BI] CHO cells, DiI-HDL uptake fluorescence, 3 h; inhibition, % at 12.5 µM; hit rate 0.96% among 320,000;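 active = mean replicate inhibition of at least 70% and a set share of replicates each scoring 70 or more; inconclusive = meets just one of the two criteria; inactive = fails both criteria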;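 also: 0% = median of neutral control wells and 100% = median of positive control wells; values of inactives mirror those of a sister screen read the other way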
Target sequence (Q61009 whole entry, looked up): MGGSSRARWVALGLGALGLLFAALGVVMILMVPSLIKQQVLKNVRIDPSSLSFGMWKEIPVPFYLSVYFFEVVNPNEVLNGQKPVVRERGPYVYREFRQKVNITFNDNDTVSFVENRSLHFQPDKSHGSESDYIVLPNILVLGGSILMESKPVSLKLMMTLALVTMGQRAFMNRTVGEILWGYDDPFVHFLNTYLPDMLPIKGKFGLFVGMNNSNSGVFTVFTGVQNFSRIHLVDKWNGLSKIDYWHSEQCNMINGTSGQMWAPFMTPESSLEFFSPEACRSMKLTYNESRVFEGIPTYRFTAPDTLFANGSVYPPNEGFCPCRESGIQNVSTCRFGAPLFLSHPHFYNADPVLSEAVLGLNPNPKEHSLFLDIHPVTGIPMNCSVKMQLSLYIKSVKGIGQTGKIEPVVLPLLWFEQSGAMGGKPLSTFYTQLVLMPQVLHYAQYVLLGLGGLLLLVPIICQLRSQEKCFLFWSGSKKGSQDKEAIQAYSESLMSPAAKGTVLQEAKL
Rtt109 Vps75 = inhibitors of Candida albicans Rtt109/Vps75 histone acetyltransferase; Q5AAJ8; purified Rtt109/Vps75, ThioGlo CoA-SH fluorescence, 4 h; inhibition, % at 34.9 µM; hit rate 0.16% among 330,000; AID 540336;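 active = inhibition of at least 50% in every replicate; inconclusive = best replicate reaches 50% inhibition but some replicates fall short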
CDK5 p35 inh = blocks human CDK5/p35 kinase activity; Recombinant CDK5/p35, ADP-Glo luminescence, 60 min; Q00535+Q15078; inhibition, % at 10 µM; hit rate 0.01% among 330,000;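 active = highest replicate inhibition of at least 50% and at least 75% of replicates reaching 50%; inconclusive = only one of the two criteria met; inactive = both criteria failed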;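 also: plate controls were DMSO neutral control for no effect and GW8510 at 10 µM for full effect; many of its hits are not listed in these tables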
HTR5A ag ctr = activates human HTR5A in OPRM1-OPRD1 agonist counter-screen | P47898 | HTR5A agonist assay, luminescence, cell-based | activation, % at 9.3 µM | hit rate 0.61% among 340,000 | AID 504692; in the data active = activation mostly above about 9.5%, no sharp cut-off; inactive = mostly below about 7.6%;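 also: 0% = cells with vehicle only and 100% = reference agonist; strong numbers were not always called active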
PvdQ inh = P. aeruginosa PvdQ acylase inhibition; inhibition, % at 10 µM; purified PvdQ acylase, fluorescence plate reader; hit rate 0.063% among 340,000; AID 488965; in the data active = inhibition above about 30%, passing the limit was not always enough; inconclusive = no clear call, values can overlap the other calls;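 also: 0% = vehicle neutral wells and 100% = reference inhibitor wells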
* hit, by the source's call; ? = inconclusive; nt = not tested or not shown.

The opening five compounds (preview)
SMILES	cardiac RTF act	SR-BI DiI-HDL act	dFosB act	MITF TRPM1 HTS	Wnt bcat act	SR-BI HDL uptake	Rtt109 Vps75	CDK5 p35 inh	HTR5A ag ctr	PvdQ inh
Cc1cc(-c2c(C(=O)N3CCOCC3)c(C)nn2-c2cccc(C(F)(F)F)c2)no1	5	7	-3	4	-1	-7	-9	0.3	1	-20
COCCn1c(SCC(=O)Nc2ccccc2OC)nnc1-c1ccco1	-1	18	5	-20	0	-18	3	-0.8	0	-13
COc1ccc(Cl)cc1NC(=O)CN(C)CC(=O)Nc1ccccc1C(F)(F)F	-5	-37	-9	1	0	37	7	0.4	2	-16
COc1ccc(C2=NS(=O)(=O)N(C)C(C(=O)Nc3ccc4c(c3)OCO4)=C2)cc1OC	-4	-18	-6	nt	-1	17	10	-2.9	-8	8
CCN1CCN(c2ccc(Nc3ccnc4ccccc34)cc2)CC1	3	4	36*	-63	-10	-4	3	0.6	15	6

This part in full, from the start:
SMILES	cardiac RTF act	SR-BI DiI-HDL act	dFosB act	MITF TRPM1 HTS	Wnt bcat act	SR-BI HDL uptake	Rtt109 Vps75	CDK5 p35 inh	HTR5A ag ctr	PvdQ inh
Cc1cc(-c2c(C(=O)N3CCOCC3)c(C)nn2-c2cccc(C(F)(F)F)c2)no1	5	7	-3	4	-1	-7	-9	0.3	1	-20
COCCn1c(SCC(=O)Nc2ccccc2OC)nnc1-c1ccco1	-1	18	5	-20	0	-18	3	-0.8	0	-13
COc1ccc(Cl)cc1NC(=O)CN(C)CC(=O)Nc1ccccc1C(F)(F)F	-5	-37	-9	1	0	37	7	0.4	2	-16
COc1ccc(C2=NS(=O)(=O)N(C)C(C(=O)Nc3ccc4c(c3)OCO4)=C2)cc1OC	-4	-18	-6	nt	-1	17	10	-2.9	-8	8
CCN1CCN(c2ccc(Nc3ccnc4ccccc34)cc2)CC1	3	4	36*	-63	-10	-4	3	0.6	15	6
O=C(O)CC1SC(N/N=C/c2ccc(Br)cc2)NC1=O (configuration not stated)	3	-3	-1	-2	-2	3	nt	0.0	6	-11
O=C(NCCO)c1ccc2c3n(nc2c1)-c1ccccc1CO3	-5	2	0	73	37*	-2	-3	3.0	-1	13
CCOC(=O)N1CCN(C(=O)c2cc3ccc(OC)cc3[nH]2)CC1	2	-10	-9	4	2	10	nt	0.4	1	-7
Cc1cccc(NC(=O)NNC(=O)c2ccc3ccccc3c2O)c1	-3	-24	-2	2	1	24	-11	0.2	2	-9
O=C(CCN1C(=O)COc2ccccc21)NCCCN1CCCC1	-5	2	-7	-7	0	-2	13	0.1	2	7
Cc1nn(C)cc1C(=O)Nc1cc(Oc2ccc(Cl)cc2)cc([N+](=O)[O-])c1	3	-28	3	8	-4	28	-4	0.8	3	-16
CCOC(=O)N1CCC(Nc2ncnc3c2cnn3-c2ccc(C)cc2C)CC1	2	-33	-17	nt	1	33	-1	-0.1	-1	-8
O=C(NC1=NCCS1)c1ccc(Cl)c(S(=O)(=O)N2CCOCC2)c1	1	23	-2	-6	4	-23	-2	0.0	0	-2
Cc1ccc(S(=O)(=O)NC(N)=NCCc2ccc(Cl)cc2)cc1	-6	6	-9	-8	5	-6	-2	-1.2	-4	-3
CCN(C(=O)CN1C(=O)c2ccccc2S1(=O)=O)C1CCCCC1	-4	9	-5	-7	1	-9	-9	1.3	5	-16
O=C(COC(=O)CNC(=O)c1ccc(Cl)cc1)NC1CCCCCC1	-4	14	-3	-4	-5	-14	1	-3.2	-6	11
CCN(CC)c1ccc(/C=N/NC(=O)CNC(=O)c2ccc3c(c2)OCCO3)cc1	-5	-20	-11	-12	0	20	12	-1.6	10	11
COc1cc(/C=C2\SC(=O)NC2=O)ccc1Oc1ccc([N+](=O)[O-])cn1	21	-1	-3	-7	11	1	-4	-3.7	-2	2
O=C(CCc1ccccc1)Nc1ccc(NC(=O)c2ccco2)nc1	-5	5	-7	?	36*	-5	-2	-1.0	-1	-5
NS(=O)(=O)c1ccc(NC(=O)/C=C/c2ccc(S(=O)(=O)NCc3ccco3)cc2)cc1	-1	-62	0	-4	-2	62	8	6.7	1	13
O=C(NCC1CCCCC1)c1ccc([N+](=O)[O-])cc1	-2	12	-2	9	3	-12	4	2.3	3	9
COC(=O)c1scc(C)c1NS(=O)(=O)c1ccc(NC(C)=O)cc1	-1	1	0	8	-3	-1	-4	1.3	1	4
Cc1ccc(S(=O)(=O)NCC(=O)NCC(=O)NC(C)c2ccccc2Br)cc1C (configuration not stated)	-2	-15	-5	-11	-4	15	-7	0.3	-1	6
O=C(NCc1cccnc1)c1cccc(-c2cc3ccccc3oc2=O)c1	-2	4	-16	5	-9	-4	-9	-0.8	0	-14
COc1ccc(N(C)C2=NS(=O)(=O)c3ccccc32)cc1	-2	6	-7	-32	-26	-6	-5	-1.9	-12	-10
COc1cc(S(=O)(=O)N2CCCCC2)ccc1NC(=O)c1ccncc1	0	11	-14	13	-1	-11	8	-0.2	-4	-6
C/C(=N\NC(=O)c1ccoc1C)c1cccnc1	-2	-6	-1	10	nt	6	-2	2.1	0	-1
Cc1coc2cc3oc(=O)c(CCC(=O)O)c(C)c3cc12	0	8	-7	-2	-2	-1	-1	0.8	3	-3
Cc1ccc(C(=O)OCC(=O)c2ccc(S(=O)(=O)N3CCCCC3)cc2)o1	-2	15	-2	-16	-1	-15	-4	0.5	-7	-12
CC(=O)N1CCC2(CC1)C(C#N)=C(N)Oc1c2sc2nc(C)cc(C)c12	-4	2	-7	1	-4	-2	2	-0.9	-1	4

In a second layout: results already given
compound | cardiac RTF act | SR-BI DiI-HDL act | dFosB act | MITF TRPM1 HTS | Wnt bcat act | SR-BI HDL uptake | Rtt109 Vps75 | CDK5 p35 inh | HTR5A ag ctr | PvdQ inh
COc1cc(S(=O)(=O)N2CCCCC2)ccc1NC(=O)c1ccncc1 | 0 | 11 | -14 | 13 | -1 | -11 | 8 | -0.2 | -4 | -6
Cc1coc2cc3oc(=O)c(CCC(=O)O)c(C)c3cc12 | 0 | 8 | -7 | -2 | -2 | -1 | -1 | 0.8 | 3 | -3

Other compounds:
SMILES	cardiac RTF act	SR-BI DiI-HDL act	dFosB act	MITF TRPM1 HTS	Wnt bcat act	SR-BI HDL uptake	Rtt109 Vps75	CDK5 p35 inh	HTR5A ag ctr	PvdQ inh
CCC1(CC)NC(=O)N(CC(=O)OCC(=O)Nc2sccc2C#N)C1=O	0	7	2	12	nt	-7	-6	2.2	2	-10
CC(C)(C#CC(O)(c1ccccc1)c1ccccc1)N1CCCC1	-1	13	-1	24	-1	-13	-13	0.5	-5	4
CCOC(=O)C1C(O)=CC(=O)CC1c1ccccc1 (configuration not stated)	2	24	-8	-6	1	-24	15	0.5	-2	-11
CC1(c2ccccc2)NC(=O)N(CC#N)C1=O (configuration not stated)	-6	-2	0	14	36*	2	-12	-2.0	1	-7
CCN(CC(=O)Nc1ccc2c(c1)OCCO2)CC(=O)Nc1ccccc1C(F)(F)F	-5	-1	4	-9	3	1	-3	-3.3	-1	-12
COc1cccc(-c2nc(-c3ccc(NC(=O)c4ccncc4)cc3)no2)c1	2	-36	?	nt	nt	36	2	0.8	-1	-11
Cc1nnc(N/N=C/c2ccccc2C(F)(F)F)n1N	1	33	-6	nt	-1	-33	-2	-0.9	-1	-6
CCN(c1ccccc1)S(=O)(=O)c1cc(C(=O)O)ccc1C	-10	22	-4	-1	nt	-22	-5	-5.4	2	-5
CN1\C(=C/C=C/C=C/C=[N+](C)C)C(C)(C)c2ccccc21	218*	182*	?	-57	-4	-182	2	15	3	-4
CCOC(=O)c1cnc(-c2ccccc2)nc1N1CC(C)OC(C)C1 (configuration not stated)	2	-51	-13	1	0	51	?	-1.2	0	2
CC(C)(C)OC(=O)N(Cc1ccccc1)Cc1ccccc1OCc1cccc(NC(=O)C2CC2)c1	-1	14	-19	-7	-1	-14	12	0.1	1	-10
CCN(c1ccccc1)S(=O)(=O)c1cccc(C(=O)N(C)CC(=O)Nc2ccc(F)c(F)c2F)c1	-1	-46	-11	4	-4	46	11	-1.6	3	-15
Cc1ccccc1-c1cc(C(=O)NCc2ccc3c(c2)OCO3)nn1CC1CC(c2cccc([N+](=O)[O-])c2)=NO1 (configuration not stated)	-3	-29	2	-8	-2	29	0	-0.2	10	-4
N#CCC(=O)Nc1ccc(C(=O)NNC(=O)CCN2CCN(c3ccccc3)CC2)cc1	12	-13	-14	4	0	13	-1	-1.9	-2	-13
Cn1c(=O)n(C)c2cc(/C=N/NC(=O)c3ccc(Cl)cc3Cl)ccc21	-1	-35	-6	2	8	35	15	-0.2	6	-9
COc1ccc(NC(=S)NC(NC(=O)C(C)C)C(Cl)(Cl)Cl)c([N+](=O)[O-])c1 (configuration not stated)	-6	8	-11	-6	3	-8	2	0.7	0	5
COC(=O)c1cc2oc(C)cc2n1CC(=O)N(C)c1ccccc1	-2	7	2	16	nt	-7	-1	-0.7	6	-9
CCCN(C(=O)c1cc(S(=O)(=O)N(C)c2ccc(OCC)cc2)ccc1C)C1CCS(=O)(=O)C1 (configuration not stated)	3	17	-15	5	-1	-17	12	0.6	3	-8
COc1ccccc1N1N=C(c2cccs2)CC1c1ccccc1 (configuration not stated)	-1	-29	-2	-5	2	29	-50	1.1	7	2
CN(Cc1ccc(F)cc1)C(=O)c1sccc1-c1ccccc1	-4	-5	-5	3	0	5	-7	0.6	-1	-22
Oc1ccc(-c2nc(-c3ccc(O)c(O)c3)cs2)cc1	-6	-18	-5	nt	nt	18	13	29	-1	-10
CCCn1c(SCC(=O)/C(C#N)=C(\C)N)n[nH]c1=O	4	14	-3	-9	4	-14	1	5.0	2	2
Cc1noc(C)c1COC(=O)CCCNC(=O)c1ccc(Cl)cc1	3	-15	-2	-1	-2	15	7	-0.4	-4	-1
O=C(NC1CCCCC1)C(c1ccncc1)N(Cc1ccccc1)C(=O)c1ccc(-c2ccccc2)[nH]1 (configuration not stated)	0	0	-17	nt	nt	0	21	-0.8	-1	1
N/C(Cc1ccc(Cl)cc1Cl)=N\OC(=O)Cc1ccc(Cl)cc1	2	10	-6	4	-1	-10	-3	-0.2	-5	-20
Cc1cc(NC(=O)CN2CCCC2c2nc3ccccc3s2)no1 (configuration not stated)	12	1	-13	nt	1	-1	0	-0.9	-1	-13
COc1ccc(C(C)(C)C)cc1NC(=O)C1CC(=O)N(C2CCCC2)C1 (configuration not stated)	-4	-43	-6	6	8	43	5	0.8	0	2

Compounds as they come. About 4.4% of those tested had a hit in this group.
